# Screening data as filed in PubChem BioAssay.
# D2 potentiator: D2 dopamine receptor (human) potentiation; HEK293 T-REx D2, calcium flux, EC20 dopamine potentiation; potentiation, % at 10 µM; 0.34% of 340,000 active;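 active means potentiation over 3 SD above the plate norm, cut at about 30% in these data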; further: 0% is about no effect
#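 Calcium flux readout, no-wash dye, 1 read/s. Inducible HEK293 Trex D2 line, overnight 30 C. Compound alone 180 s (agonist flags), then EC20 dopamine, another 180 s to score potentiation.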
# Glioma ERSR ind: induces the endoplasmic reticulum stress response in human glioma cells | U87-MG GRP78 promoter luciferase reporter, 16 h | Potency, µM, inactives show top-dose activation, actives largely listed as activators | 0.02% of 420,000 active; further: potency means the concentration at half of the fitted maximal effect; series mostly up to about 76 µM; % of control where 0% means no effect; nearly all actives have a fitted effect of over 35% in size
#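 Stably transfected U87-MG human glioma cells carrying a GRP78-based luminescent sensor were seeded at 1000 cells/well, pin-dosed with compounds and incubated 16 h. Luciferase reagent was then added, and end-point luminescence was read after 10 min at room temperature.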
# D1 agonist: human D1 receptor agonism; activation, % at 2 µM; HEK293 T-REx D1 cells, calcium flux, agonist mode; AID 504660; 1% of 360,000 active; P21728; in the data active means activation above about 30%; further: 0% is about no effect
#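 Tetracycline-induced HEK293 TREx D1 cells, force-coupled to calcium signalling, were dye-loaded with a no-wash calcium kit. Compound was pin-added after a 10 s baseline. Fluorescence was read kinetically at 1 cycle/s for 180 s, with calcium rises flagged as agonism.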
# Vif-APOBEC3F blk: blocks the Vif interaction with APOBEC3F | HeLa A3F-eYFP + Vif (tagged APOBEC3F with the HIV-1 protein that degrades it), YFP fluorescence increase | Potency, µM (series often up to 46.1 µM), for inactives: at the highest dose activity, negative = active | 0.2% of 390,000 active; further: potency means the concentration at half of the fitted maximal effect; % of control where 0% means no effect; nearly all actives have a fitted effect of over 65% in size
#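 Fluorescence increase (Ex 488/Em 500-530) after overnight compound treatment at 37 deg C flags inhibition of Vif-driven A3F-eYFP loss in stable HeLa A3F-eYFP/Vif cells seeded overnight beforehand.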
# D1 PAM: potentiators of human D1 dopamine receptor | P21728 | HEK293 TREx D1 cells, calcium flux, dopamine EC20 potentiation | potentiation, % at 10 µM | 0.036% of 360,000 active; in the data active means potentiation above about 30%; further: 0% is about no effect
# Vif-APOBEC3G blk: Vif-A3G binding inhibition. Q9HC16. HeLa A3G-eYFP + Vif (tagged APOBEC3G with the HIV-1 protein that degrades it), YFP fluorescence, overnight. Potency, µM (highest dose often 46.1 µM), inactives show top-dose activity, negative = active, actives largely listed as inhibitors. 0.076% of 410,000 active;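 further: potency means the concentration at half of the fitted maximal effect; on the % scale 0 is the no-effect control and ±100 the full control effect; nearly all actives have a fitted effect of over 60% in size; hits raise eYFP signal because A3G escapes Vif-driven loss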
#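 HeLa cells stably expressing Vif and C-terminally eYFP-tagged A3G, seeded overnight at 37 deg C, then exposed to compound by pintool overnight at 37 deg C. Rise in yellow fluorescence (Ex 488/Em 500-530, Acumen) marks blocked Vif-driven A3G degradation.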
# RXFP1 antag: blocks the human relaxin receptor RXFP1. Q9HBX9. HEK293-RXFP1, relaxin-stimulated cAMP HTRF, 30 min; hits give low values. activity change, negative = inhibition, % at 57.5 µM. 0.59% of 350,000 active;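 active means activity change of -60% or lower, but not beyond a set lower limit; inconclusive means change between -60% and -40%, or beyond the set limit; inactive means change above -40%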; further: on the % scale 0 is the no-effect control and ±100 the full control effect
# Target sequence (Q9HBX9 whole entry, looked up): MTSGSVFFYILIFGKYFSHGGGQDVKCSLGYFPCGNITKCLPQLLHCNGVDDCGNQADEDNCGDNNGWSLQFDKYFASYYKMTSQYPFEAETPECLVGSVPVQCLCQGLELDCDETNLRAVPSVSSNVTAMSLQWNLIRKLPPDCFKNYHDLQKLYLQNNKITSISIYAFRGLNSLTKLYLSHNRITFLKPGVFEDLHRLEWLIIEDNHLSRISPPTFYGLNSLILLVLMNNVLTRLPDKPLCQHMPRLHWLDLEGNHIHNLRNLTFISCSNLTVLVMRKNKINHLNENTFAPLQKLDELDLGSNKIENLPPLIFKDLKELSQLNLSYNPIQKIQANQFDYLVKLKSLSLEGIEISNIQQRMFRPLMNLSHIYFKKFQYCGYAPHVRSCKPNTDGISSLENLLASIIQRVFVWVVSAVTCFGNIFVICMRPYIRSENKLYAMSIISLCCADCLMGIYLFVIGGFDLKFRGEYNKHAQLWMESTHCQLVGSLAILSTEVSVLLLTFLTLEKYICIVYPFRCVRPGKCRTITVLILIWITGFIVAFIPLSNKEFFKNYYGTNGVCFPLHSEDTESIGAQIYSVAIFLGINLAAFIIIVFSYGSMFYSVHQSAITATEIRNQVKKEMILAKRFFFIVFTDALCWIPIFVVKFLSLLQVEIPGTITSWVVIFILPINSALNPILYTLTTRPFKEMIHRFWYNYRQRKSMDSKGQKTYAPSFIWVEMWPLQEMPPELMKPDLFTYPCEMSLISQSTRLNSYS
# D1 antagonist: blocks dopamine activation of the human D1 receptor; P21728; HEK293 TREx D1 cells, calcium flux, dopamine EC80; hits give low values; activity change, negative = inhibition, % at 10 µM; 3.2% of 360,000 active; in the data active means activity change below about -30%; further: on the % scale 0 is the no-effect control and ±100 the full control effect
#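 Inducible Hek293 Trex D1 cells (tetracycline, overnight, 30 C). Calcium dye 30–90 min RT. Antagonist mode: EC80 dopamine added after 180 s compound read.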
# RXFP1 ag: agonists of human relaxin receptor RXFP1. Q9HBX9. HEK293T-RXFP1 cAMP TR-FRET, 30 min; response scale: percent of porcine relaxin response, buffer zero. Potency, µM (series often up to 57.5 µM), inactives show at the highest dose activation, actives largely listed as activators. 0.3% of 370,000 active; further: potency means the concentration at half of the fitted maximal effect; on the % scale 0 is the no-effect control and ±100 the full control effect; nearly all actives have a fitted effect of over 60% in size; many of its hits are not listed in these tables
#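 Agonist response is measured as cAMP accumulation in an RXFP1-transfected HEK293T line under PDE4 inhibition. Values are scaled between buffer-only and 29 nM porcine relaxin, and EC50s come from standard Hill equation fits.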
# Numbers without * were called inactive; ? = inconclusive; / = no result given. Unless noted, the call rests on the fitted dose curve; in most records, active means well fitted curve in the direction sought with a large enough effect; inconclusive means small, poorly fitted or top-dose-only effect, or another doubt; inactive means no such curve, though single readings can be large; an effect the other way counts as inactive or inconclusive. Some of the compounds tested; count on the stated rates, not on these rows.
no.	smiles	Vif-APOBEC3F blk	Glioma ERSR ind	RXFP1 antag	RXFP1 ag	D1 agonist	Vif-APOBEC3G blk	D1 PAM	D2 potentiator	D1 antagonist
1	COC(=O)c1cc(COC(=O)CNC(=O)c2cccc(C)c2)oc1C	0%	-2%	13	-0.7%	0	-5%	5	3	8
2	CCCc1ccc(OCc2ccc(C(=O)Nc3cccc(C)n3)o2)c(OC)c1	-6%	-2%	2	2.2%	2	-3%	-3	-6	-1
3	CCc1ccccc1OCCCOc1ccc(OC)cc1	6%	0%	1	-1.3%	0	-5%	2	6	-7
4	CC12CCC(c3nnc(SCc4ccc(Cl)cc4)nc31)C2(C)C (centres undefined)	/	-14%	-4	0.3%	-2	-3%	-2	9	37
5	CCn1c(CSCc2ccc(C)cc2)nnc1SCC(=O)NCc1ccccc1	0%	-1%	-3	-0.6%	/	0%	/	/	/
6	CC(C)C1C2=C(CC(C)(C)CC2=O)ON1c1ccccc1 (centres undefined)	-4%	3%	-22	-0.4%	4	1%	0	-10	-3
7	O=C(NCCc1ccccc1)C1CC(=O)N(C2CCCCC2)C1 (centres undefined)	5%	-3%	2	0.1%	2	0%	4	/	-13
8	Oc1c(C(c2ccccc2F)N2CCOCC2)sc2nc(-c3ccco3)nn12 (centres undefined)	3%	-2%	-2	1.0%	4	1%	1	-1	/
9	COc1ccccc1C(=O)Nc1ccc2c(c1)C(=O)NC2=O	0%	2%	/	?	0	1%	-1	9	-1
10	CCc1nc2c(cnn2-c2ccc(Cl)cc2)c(=O)n1-c1ccc(OC)cc1	2%	5%	4	0.2%	3	1%	1	-9	-2
11	O=C1CCCCCCC1Sc1ccccc1[N+](=O)[O-] (centres undefined)	-8%	-5%	-13	2.0%	2	1%	0	-8	/
12	O=C(Nc1cccc(-c2nc3cccnc3s2)c1)c1cccc(Br)c1	3%	0%	3	-6.3%	-1	0%	-1	1	11
13	Cc1oc2cc(O)ccc2c(=O)c1Oc1ccccc1Br	5%	-3%	/	3.4%	-2	-12%	0	-6	-10
14	CCN(CC)C(=O)CSc1nnc(COc2ccccc2)n1CC	1%	-2%	-1	0.3%	3	-5%	-6	0	3
15	CC(=O)Nc1ccc(NC(=O)/C=C/c2ccc3c(c2)OCO3)cc1	2%	2%	-12	2.5%	1	3%	-2	/	4
16	Cc1ccc(Cl)cc1N1CCN(C(=O)Cc2cn(C)c3ccccc23)CC1	-7%	-8%	3	-0.8%	10	-14%	-2	19	-13
17	CCCC(=O)Nc1ccc2c(c1)nc1n2CCN(CCOC)C1	-29%	0%	-1	?	3	-1%	0	8	2
18	CN(CC1COc2ccccc2O1)C(=S)NC1CCCCC1 (centres undefined)	-1%	1%	-5	-2.2%	6	3%	-3	-3	0
19	COC(=O)c1nc(NNC(=O)c2ccccc2)sc1-c1ccccc1	-4%	3%	?	2.0%	5	-1%	-10	-5	-9
20	C=CCN1C(=O)CN=C1Nc1cccc(C)c1	1%	2%	-7	-0.3%	2	2%	-2	/	-7

# In another format: 15 of the compounds above
# Fields – Vif-APOBEC3F blk | Glioma ERSR ind | RXFP1 antag | RXFP1 ag | D1 agonist | Vif-APOBEC3G blk | D1 PAM | D2 potentiator | D1 antagonist
6) CC(C)C1C2=C(CC(C)(C)CC2=O)ON1c1ccccc1 (centres undefined)
    -4% | 3% | -22 | -0.4% | 4 | 1% | 0 | -10 | -3
7) O=C(NCCc1ccccc1)C1CC(=O)N(C2CCCCC2)C1 (centres undefined)
    5% | -3% | 2 | 0.1% | 2 | 0% | 4 | / | -13
8) Oc1c(C(c2ccccc2F)N2CCOCC2)sc2nc(-c3ccco3)nn12 (centres undefined)
    3% | -2% | -2 | 1.0% | 4 | 1% | 1 | -1 | /
9) COc1ccccc1C(=O)Nc1ccc2c(c1)C(=O)NC2=O
    0% | 2% | / | ? | 0 | 1% | -1 | 9 | -1
10) CCc1nc2c(cnn2-c2ccc(Cl)cc2)c(=O)n1-c1ccc(OC)cc1
    2% | 5% | 4 | 0.2% | 3 | 1% | 1 | -9 | -2
11) O=C1CCCCCCC1Sc1ccccc1[N+](=O)[O-] (centres undefined)
    -8% | -5% | -13 | 2.0% | 2 | 1% | 0 | -8 | /
12) O=C(Nc1cccc(-c2nc3cccnc3s2)c1)c1cccc(Br)c1
    3% | 0% | 3 | -6.3% | -1 | 0% | -1 | 1 | 11
13) Cc1oc2cc(O)ccc2c(=O)c1Oc1ccccc1Br
    5% | -3% | / | 3.4% | -2 | -12% | 0 | -6 | -10
14) CCN(CC)C(=O)CSc1nnc(COc2ccccc2)n1CC
    1% | -2% | -1 | 0.3% | 3 | -5% | -6 | 0 | 3
15) CC(=O)Nc1ccc(NC(=O)/C=C/c2ccc3c(c2)OCO3)cc1
    2% | 2% | -12 | 2.5% | 1 | 3% | -2 | / | 4
16) Cc1ccc(Cl)cc1N1CCN(C(=O)Cc2cn(C)c3ccccc23)CC1
    -7% | -8% | 3 | -0.8% | 10 | -14% | -2 | 19 | -13
17) CCCC(=O)Nc1ccc2c(c1)nc1n2CCN(CCOC)C1
    -29% | 0% | -1 | ? | 3 | -1% | 0 | 8 | 2
18) CN(CC1COc2ccccc2O1)C(=S)NC1CCCCC1 (centres undefined)
    -1% | 1% | -5 | -2.2% | 6 | 3% | -3 | -3 | 0
19) COC(=O)c1nc(NNC(=O)c2ccccc2)sc1-c1ccccc1
    -4% | 3% | ? | 2.0% | 5 | -1% | -10 | -5 | -9
20) C=CCN1C(=O)CN=C1Nc1cccc(C)c1
    1% | 2% | -7 | -0.3% | 2 | 2% | -2 | / | -7

# The results go on.
no.	smiles	Vif-APOBEC3F blk	Glioma ERSR ind	RXFP1 antag	RXFP1 ag	D1 agonist	Vif-APOBEC3G blk	D1 PAM	D2 potentiator	D1 antagonist
21	CC(=O)Nc1ccc(S(=O)(=O)N2CCC(NC(=O)c3ccco3)CC2)cc1	-5%	-5%	4	2.2%	2	-6%	1	11	-19
22	O=C(Nc1nnc(SCCC2OCCO2)s1)C1CC(=O)N(c2ccc(F)cc2)C1 (centres undefined)	-9%	-7%	-19	-1.3%	6	-3%	-3	0	-4
23	CCc1ccc(CN2CCc3nc(N4CCN(CC)CC4)ncc3C2)cc1	-1%	-5%	-17	-1.7%	6	7%	-1	5	4
24	COC(=O)c1c(-c2ccc(Br)cc2)csc1NC(=O)Cc1ccc(OC)c(OC)c1	-11%	-5%	-4	2.7%	1	-5%	0	-5	-3
25	O=C(N/N=C/c1cc2ccccc2nc1Cl)/C(=C/c1cccs1)NC(=O)c1ccccc1	-12%	-3%	0	1.2%	1	-14%	1	-10	-2
26	COc1ccc([N+](=O)[O-])cc1/C=N/NC(=O)/C(=C\c1cccs1)NC(=O)c1ccccc1	0%	-4%	-12	-0.1%	3	-20%	17	-26	2
27	O=C(NC1CCCCC1)c1cc(-n2cnnc2)ccc1Cl	1%	-3%	-3	0.1%	1	0%	1	14	5
28	CC(=O)Nc1ccc(C2C(=O)c3ccccc3C2=O)cc1	12%	-1%	1	-0.1%	5	-7%	0	-7	-4
29	Cc1cc(/C=N/O)c(C)n1-c1ccc(Br)cc1	-5%	-1%	-3	2.4%	1	-10%	-13	-1	8
30	COc1ccccc1NC(=O)Nc1nc(CC(=O)Nc2ccc(F)cc2)cs1	-12%	-2%	-27	-1.0%	1	-7%	-7	-4	-9
31	Nc1cc(S(=O)(=O)Nc2ccccc2Cl)ccc1N1CCCCC1	-4%	6%	-6	/	/	-7%	/	/	/
32	CC(CNC(=O)CCc1nnc2ccc(N3CCC4(CC3)OCCO4)nn12)c1ccccc1 (centres undefined)	5%	-6%	-3	?	1	-8%	-1	4	-5
33	COc1ccc(/C=N/NC(=O)Nc2nonc2N)cc1	-1%	7%	-4	0.3%	1	0%	1	/	2
34	COCCNC(=O)CSc1nc2c(n1-c1ccccc1)CCCC2	4%	0%	-28	-1.0%	-1	1%	-4	-5	6
35	Cn1nc(C(C)(C)C)c(NC(=O)c2sccc2Cl)c1C(C)(C)C	3%	0%	-7	3.0%	1	0%	3	-9	8
36	COc1ccc(C)cc1NC(=O)CCNC(=O)Cn1cnc2ccccc2c1=O	17%	-3%	4	7.1%	1	-1%	3	6	18
37	CCn1c(N2CCN(CC(=O)c3c[nH]c4ccccc34)CC2)nc2c1c(=O)[nH]c(=O)n2C	-7%	-6%	-1	-0.1%	4	0%	-4	8	-4
38	Cc1c(C(=O)N2CC(C)OC(C)C2)sc2nc(-c3ccc(F)cc3)cn12 (centres undefined)	-6%	-3%	5	-0.9%	/	0%	/	/	/
39	CSc1ccc(/C=N/NC(=O)CN2CCN(Cc3ccc(Cl)cc3)CC2)cc1	-2%	-2%	-6	-1.8%	38*	0%	-6	27	-13
40	O=C(CN1CCOCC1)Nc1nc2ccc(F)cc2s1	-7%	2%	9	0.1%	2	2%	5	-3	2
41	CCOC(=O)C1CCN(CCCSc2ccc(C)cc2)CC1	-2%	-3%	1	/	/	-1%	/	/	/
42	CCN1CCN(CCCNC(=O)CCCn2nc(C)c3sc4ccccc4c3c2=O)CC1	4%	-3%	2	-0.4%	0	2%	-6	8	-11
43	COC(=O)/C(=C\Nc1ccccc1N)c1ncc(C(F)(F)F)cc1Cl	-5%	2%	-11	-0.2%	1	-2%	4	-3	-2
44	CCCOC(=O)c1cc2ccccc2oc1=O	-6%	3%	23	-0.1%	1	3%	-5	-2	6
45	Cc1ccccc1Cn1ccc(-c2ccc(Cl)cc2)c(C#N)c1=O	5%	-2%	-7	10%	2	-1%	-9	8	11
46	Cc1cc2oc(C(=O)Nc3ccc(S(=O)(=O)N(C)Cc4ccccc4)cc3)cc(=O)c2cc1C	2%	-3%	-6	16%	1	1%	5	2	1
